# Bioassay records (PubChem BioAssay)
# FUS suppressor: qHTS for Suppressors of FUS Proteinopathy: Primary screen using FUS-linked yeast assay; Potency, µM (doses to about 76.6 µM), without a hit: at the highest dose growth rescue (activation), actives largely listed as activators; S. cerevisiae FUS-expressing, growth rescue, OD600, 24 h; AID 1347120, 2019; hit rate 0.24% among 390,000;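 also: potency is read from the fitted curve at half-maximal effect; plate controls were DMSO vehicle for no effect and reference control for full effect; nearly all actives have a fitted effect of over 55% in size; some results filed as inactive show a strong effect at the top dose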
#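 Galactose (2%) drives FUS expression in yeast precultured in raffinose; seeding density OD 0.005. Test compounds incubated 24hr at 30C and 99% humidity before absorbance at 600 nm was measured.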
# IL2 activator: qHTS of IL-2 Activators; IL-2 activation reporter assay, cell-based qHTS; stimulated with anti-CD3/CD4/CD28 beads; in transgenic mouse T cells; activation, % (series mostly up to about 46 µM); hit rate 0.065% among 360,000; in the data active = activation above about 50%; inconclusive = mostly about 30% to 49%; also: 0% is about no effect
#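 Unstimulated transgenic mouse T cells preincubated 60 min with compound, then stimulated with anti-CD3/anti-CD4-coated beads plus anti-CD28 for 18 h at 37 degrees C. IL-2 response read as EGFP and DsRed fluorescence by plate cytometry.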
# WRN inhibitor: qHTS for Inhibitors of WRN Helicase; Potency, µM (titrated, usually from 114 µM), inactives show at the highest dose activity change, negative = inhibition, most hits filed as inhibitors; Bifunctional 3'-5' exonuclease/ATP-dependent helicase WRN (Homo sapiens), Q14191; WRN helicase unwinding, fluorescent forked duplex, kinetic; hit rate 0.46% among 360,000; also: potency is read from the fitted curve at half-maximal effect; % is scaled to controls: 0 for no effect and ±100 for the full control effect; nearly all actives have a fitted effect of over 55% in size
#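 Kinetic fluorescence helicase assay: unwinding of a quenched forked DNA duplex (100 nM final) with 2 mM ATP final raises red fluorescence (525/598 nm). Compounds sat 15 min at room temperature with 20 nM WRN beforehand.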
# Abeta rescue: qHTS for compounds that reverse cellular toxicity of Amyloid beta (A-beta) peptide in yeast: Primary Screen; yeast expressing A-beta42, growth rescue, OD600, 48 h; response scale: 0% DMSO, 100% iron-clioquinol control; hit rate 0.063% among 410,000; AID 1347071, 2019; Potency, µM (highest dose often 46.1 µM), inactives show at the top dose growth rescue, hits mostly activators; also: potency is read from the fitted curve at half-maximal effect; nearly all actives have a fitted effect of over 55% in size
#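 Growth rescue measured by 600 nm absorbance after 48 h yeast culture at 30 C with compound. Values normalized between DMSO and an equimolar ferric chloride plus clioquinol control.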
# PLK1 PBD block: qHTS for Inhibitors of PLK1-PDB (polo-like kinase 1 - polo-box domain): Primary Screen | Serine/threonine-protein kinase PLK1 (Homo sapiens), P53350 | Plk1 PBD binding of FITC phosphopeptide, fluorescence polarization | Potency, µM, without a hit: max response, negative = inhibition, usual class: inhibitors | hit rate 2.8% among 360,000 | AID 720504, 2013; also: potency is read from the fitted curve at half-maximal effect; series mostly up to about 57 µM; % is scaled to controls: 0 for no effect and ±100 for the full control effect; nearly all actives have a fitted effect of over 65% in size
# Target sequence (P53350 whole entry, looked up, the tested form may be a part): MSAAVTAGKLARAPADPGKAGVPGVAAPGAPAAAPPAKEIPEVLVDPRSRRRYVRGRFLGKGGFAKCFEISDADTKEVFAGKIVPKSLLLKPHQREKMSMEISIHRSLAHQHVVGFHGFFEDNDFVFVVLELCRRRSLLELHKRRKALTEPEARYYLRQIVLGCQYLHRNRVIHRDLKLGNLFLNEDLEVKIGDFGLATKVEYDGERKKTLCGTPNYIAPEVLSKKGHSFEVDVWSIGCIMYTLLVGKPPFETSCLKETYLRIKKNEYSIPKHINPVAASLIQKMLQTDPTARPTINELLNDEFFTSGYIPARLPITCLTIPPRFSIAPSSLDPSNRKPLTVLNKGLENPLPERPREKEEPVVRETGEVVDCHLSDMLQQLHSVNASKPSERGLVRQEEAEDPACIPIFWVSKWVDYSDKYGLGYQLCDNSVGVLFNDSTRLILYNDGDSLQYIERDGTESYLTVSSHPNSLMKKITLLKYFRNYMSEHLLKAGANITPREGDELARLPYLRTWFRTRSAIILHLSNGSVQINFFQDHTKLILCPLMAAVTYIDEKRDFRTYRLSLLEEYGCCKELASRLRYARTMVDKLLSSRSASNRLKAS
# PI5P4Ka inh: qHTS for Inhibitors of phosphatidylinositol 5-phosphate 4-kinase (PI5P4K); PI5P4Kalpha enzyme, ADP-Glo luminescence, 60 min; hits give low values; max response, %; hit rate 1.2% among 330,000; active = max response of -50% or lower; inconclusive = between -30% and -50%; inactive = -30% or higher; also: value at the top dose of about 77 µM; % is scaled to controls: 0 for no effect and ±100 for the full control effect
# Target sequence (P48426 whole entry, looked up): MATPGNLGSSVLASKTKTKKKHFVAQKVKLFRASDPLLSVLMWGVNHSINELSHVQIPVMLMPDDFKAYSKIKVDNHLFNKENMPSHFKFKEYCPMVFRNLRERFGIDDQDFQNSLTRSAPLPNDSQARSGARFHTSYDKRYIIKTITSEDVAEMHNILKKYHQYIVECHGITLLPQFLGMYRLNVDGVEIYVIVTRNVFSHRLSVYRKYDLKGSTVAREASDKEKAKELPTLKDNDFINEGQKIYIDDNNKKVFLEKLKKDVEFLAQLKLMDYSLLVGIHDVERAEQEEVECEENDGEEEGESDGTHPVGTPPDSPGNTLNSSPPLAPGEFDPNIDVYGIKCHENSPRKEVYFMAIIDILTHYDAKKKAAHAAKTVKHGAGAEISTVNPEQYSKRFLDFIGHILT
#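 ADP-Glo luminescence end-point after a 60 min room-temperature kinase reaction. PI5P4Kalpha and substrate in HEPES pH 7.4 buffer with EGTA, 0.1% CHAPS and 5% DMSO; ATP at 5 microM final.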
# EPAC1 ag: qHTS for Agonist of cAMP-regulated guanine nucleotide exchange factor 3 (EPAC1): primary screen; Rap guanine nucleotide exchange factor 3 (Homo sapiens), O95398; EPAC1 agonist qHTS, biochemical assay; response scale: 100% = response to 6.5 mM cAMP; Potency, µM (top dose mostly 154 µM), inactives show top-dose activation, most hits filed as activators; hit rate 0.073% among 360,000; also: potency is read from the fitted curve at half-maximal effect; nearly all actives have a fitted effect of over 60% in size
#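 Multi-concentration qHTS readout: loss of Rap1B-bound BODIPY-GDP fluorescence driven by 100 nM EPAC1 with excess GDP (50 uM), monitored kinetically at room temperature; agonist response expressed relative to 6.5 mM cAMP.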
# EPAC1 antag: qHTS for Antagonist of cAMP-regulated guanine nucleotide exchange factor 3 (EPAC1): primary screen; Potency, µM (doses to about 115 µM), for the others: at the top dose activity change, negative = inhibition, actives largely listed as inhibitors; EPAC1 GEF assay, Rap1b-BODIPY-GDP exchange fluorescence; hit rate 0.14% among 360,000; Rap guanine nucleotide exchange factor 3 (Homo sapiens), O95398;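 also: potency is read from the fitted curve at half-maximal effect; plate controls were vehicle for no effect and positive control for full effect; nearly all actives have a fitted effect of over 50% in size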
# aSyn rescue: qHTS of alpha-syn Inhibitors; Potency, µM (series often up to 46.1 µM), inactives show at the highest dose growth rescue (activation), usual class: activators; AID 652106, 2013; Yeast expressing alpha-synuclein, growth rescue, BacTiter-Glo, 24 h; hit rate 0.14% among 370,000; also: potency is read from the fitted curve at half-maximal effect; % of control where 0% means no effect; nearly all actives have a fitted effect of over 65% in size
#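 Galactose-induced alpha-syn yeast (OD600=0.02, raffinose-pregrown) + pinned cpd, 24 hr, 30 deg C; growth by BacTiter-Glo luminescence. Growth restoration scores as activation.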
# Numbers without * were called inactive; ? = inconclusive; nt = not tested or not shown; [ ] = dose if it differs, or a comment. Unless noted, calls follow the shape of the dose curve; as a rule, active = well fitted curve in the direction sought with a large enough effect; inconclusive = small, poorly fitted or top-dose-only effect, or another doubt; inactive = no such curve, though single readings can be large; an effect the other way counts as inactive or inconclusive.
Structure	FUS suppressor	IL2 activator	WRN inhibitor	Abeta rescue	PLK1 PBD block	PI5P4Ka inh	EPAC1 ag	EPAC1 antag	aSyn rescue
O=C1NC2(CCCCC2)C(=O)N1Cc1ccc([N+](=O)[O-])cc1	13.0%	-0.9	6.1%	-0.8%	-5.9%	-4.9	0.8%	-7.8%	-1.2%
Cc1ccc(C)c(NCc2n[nH]c(=S)n2-c2ccccc2)c1	4.4%	0.3	6.1%	17.0%	0.0%	-6.0	5.4%	12.3%	-4.2%
O=C(CSCc1c(F)cccc1Cl)NCc1ccncc1	3.2%	-1.0	-0.1%[57.1 µM]	-4.5%	-12.6%	-1.5	7.1%	-13.0%	-5.3%
O=C(NCCOc1ccccc1)C1CCC(=O)N(C2CCCCCC2)C1 (stereo unspecified)	13.7%	0.6	-5.2%	3.2%	-4.9%	-9.2	24.4%	-7.6%	-4.6%
CCCn1nc2cc(C(=O)NCc3ccccc3)ccc2c1OCC	-5.4%	0.8	-6.7%	-10.0%	-13.7%	-0.3	-10.4%	-11.9%	0.0%
O=C(Cn1c(C(F)(F)F)nc2ccccc21)N=Nc1c(O)[nH]c2ccc(Br)cc12	-31.7%	-3.2	2.6%	-0.3%	0.4%	6.6	-7.0%	2.1%	-6.8%
COc1ccc(C(C)(NC(C)=O)c2nc(/C=C/c3ccccc3)cs2)cc1 (stereo unspecified)	?	-0.3	-2.5%	-7.8%	1.9%	-1.8	13.2%	-1.6%	-17.7%
Cc1cc(O)c2c(c1)C(O)(C1OC(CO)C(O)C(O)C1O)c1cccc(O)c1C2=O (stereo unspecified)	-18.0%	0.5	-0.7%	3.3%	-2.0%	3.4	-8.6%	7.5%	3.1%
N#Cc1ccccc1OCCCN1CCC(Cc2ccccc2)CC1	-1.5%	-3.4	-5.0%	-4.8%	0.7%	-4.3	0.5%	-3.8%	10.9%
CC(Sc1nc2cc(Cl)ccc2s1)C(=O)Nc1cccc(S(=O)(=O)N2CCOCC2)c1 (stereo unspecified)	?	-3.9	0.9%	10.1%	-9.6%	-4.8	8.2%	?	-1.3%
CSc1nc(Cl)cc(Nc2ccccc2N)n1	-8.0%	-1.0	-25.9%	17.8%	-8.3%	11.1	12.9%	-26.1%	8.9%
Cc1cc(C)cc(N(CC(=O)N2CCOCC2)S(=O)(=O)c2ccccc2)c1	-1.0%	1.9	-5.5%	8.3%	-5.3%	1.5	-5.6%	-0.7%	9.4%
O=S(=O)(NC1CC1)c1ccc(S(=O)(=O)N(Cc2ccccn2)C2CC2)cc1	-28.1%	-1.7	1.6%	-1.2%	-12.9%	5.1	2.8%	-7.6%	-1.7%
CC(=O)NC(Cc1c[nH]c2ccccc12)C(=O)O (stereo unspecified)	-24.1%	0.9	3.7%	-8.7%	5.3%	-2.9	-9.0%	4.5%	10.7%
CCOC(=O)c1c(-c2cccc(C)c2)csc1NC(=O)c1c(-c2ccccc2)noc1C	-6.9%	0.1	-32.8%[57.1 µM]	24.2%	-19.2%	-6.7	7.7%	-1.8%	-4.4%
CC(C)c1cccc(C(C)C)c1NC(=O)CNCC(O)c1ccccc1 (stereo unspecified)	-34.8%	-2.3	-2.4%	-7.1%	4.4%	3.9	-9.6%	0.4%	8.3%
CC1(C)CC(=O)/C(=C(/O)Cc2ccccc2)C(=NCCc2ccccc2)C1	8.4%	-1.7	-20.7%[57.1 µM]	14.1%	-4.1%	6.6	4.3%	0.7%	11.7%
CCOC(=O)CNC(=O)CSc1nnc(Cn2cnc3ccccc32)n1C	11.6%	0.4	0.8%	8.7%	-2.3%	nt	1.6%	-10.4%	0.5%
COc1ccc(CNC(=O)c2ccc(NS(=O)(=O)c3c(C)noc3C)cc2)cc1	21.9%	-0.7	10.9%[57.1 µM]	-11.1%	-6.8%	2.0	-3.7%	4.0%	0.3%
CCCCN(C(=O)c1ccc(N2CCCC2=O)cc1)c1c(N)n(Cc2ccccc2)c(=O)[nH]c1=O	36.0%	-5.9	-2.0%	4.2%	-3.4%	-3.4	-0.8%	-7.8%	-1.4%

# Next records:
Structure	FUS suppressor	IL2 activator	WRN inhibitor	Abeta rescue	PLK1 PBD block	PI5P4Ka inh	EPAC1 ag	EPAC1 antag	aSyn rescue
N/C(CN1CCSCC1)=N\OCc1c(F)cccc1Cl	-15.5%	2.4	8.3%	8.3%	0.9%	0.9	2.6%	5.8%	0.9%
Cn1cc(Cl)c(C(=O)Nc2nc3ccc(Cl)cc3s2)n1	-5.1%	0.1	3.5%	13.5%	-0.3%	nt	10.3%	15.8%	-7.3%
Cc1cccc(NC(=O)/C(C#N)=C/c2cn(CC(=O)NCc3ccco3)c3ccccc23)c1C	nt	-4.1	-2.3%	-2.3%	-6.2%	5.3	-2.9%	-9.1%	-7.9%
O=C(CNC(=O)c1ccc(Br)o1)NC12CC3CC(CC(C3)C1)C2	4.8%	1.2	1.3%	5.4%	-7.4%	-4.6	2.0%	16.4%	-2.4%
CCc1ccc(NC(=O)c2cc3c(C)nc4ccccc4c3o2)cc1	?	-3.6	-15.1%	-32.1%[inhibitor]	-2.2%	8.9	-11.3%	7.9%	-11.0%
C[C@H]1CN([C@@H](C)CO)C(=O)CCCn2nncc2CO[C@H]1CN(C)C(=O)C1CC1	-24.7%	-2.1	-1.4%	-7.9%	-6.2%	-8.0	-12.1%	-12.4%	-2.1%
CCOC(=O)NC(=O)/C(C#N)=N\Nc1cccc(Cl)c1	10.4%	-4.1	-18.8%	-12.8%	0.0%	-12.4	6.6%	4.1%	-1.8%
Cn1c(N)c(C(=O)COC(=O)/C=C/c2ccccc2Cl)c(=O)n(C)c1=O	nt	-1.1	-1.0%	0.6%	5.8%	10.4	4.5%	-4.6%	0.4%
COc1ccc(OC)c(C2=NOC(C(=O)Nc3cccc(C(C)=O)c3)C2)c1 (stereo unspecified)	16.6%	-2.0	6.6%	3.4%	-2.3%	nt	6.6%	16.1%	4.8%
Cc1ccc(COC(=O)c2ccc3c(c2)C(=O)N(CCCN2CCOCC2)C3=O)cc1	-17.0%	0.5	-2.1%	10.9%	-2.0%	12.4	7.2%	-20.1%	8.1%
COc1ccc(S(=O)(=O)NCC(c2ccco2)N2CCc3ccccc32)cc1 (stereo unspecified)	16.9%	-5.4	-5.5%	6.0%	-6.7%	-5.5	23.7%	-11.9%	22.4%
Cc1ccc(S(=O)(=O)C(C#N)=C2N(C)c3ccccc3N2C)cc1	11.3%	-4.6	-31.9%	-4.9%	-18.2%	4.1	7.2%	4.8%	-1.7%
CN1C(=O)NC(NS(=O)(=O)c2ccc(N)cc2)(C(F)(F)F)C1=O (stereo unspecified)	-16.6%	-0.2	10.2%[57.1 µM]	1.5%	-10.5%	-2.8	8.7%	8.9%	-1.0%
COc1cccc(NC(=O)C2CCN(S(=O)(=O)c3ccc4c(c3)N(C(C)=O)CCO4)CC2)c1	16.7%	-1.4	2.3%	11.4%	-6.0%	-2.0	1.2%	-32.5%	-7.3%
Cc1ccc(C)c(NC(=O)CCc2nnc3ccc(N4CCCCC4)nn23)c1	-4.6%	-1.7	3.2%	-10.2%	5.0%	-0.1	3.3%	13.7%	7.0%
COC(=O)c1ccc(CSc2nc3c(c(=O)n2-c2ccc(C)cc2)SCC3)o1	32.8%	-1.0	-5.1%	7.1%	-2.9%	-0.8	2.2%	-11.8%	0.7%
CC(C)NC(=O)CN1CCN(Cc2nc(-c3cccs3)no2)CC1	13.7%	-3.6	-2.7%[57.1 µM]	18.4%	9.1%	-5.9	1.7%	-23.4%	1.2%
COc1ccc2ccc(OC)c(/C=N/NC(=O)c3cc4ccccc4o3)c2c1	-6.3%	-5.4	-7.0%	-3.4%	6.3%	-28.1	4.4%	18.8%	15.0%
CCCCCn1nnnc1-c1nc2cc(C)c(C)cc2[nH]c1=O	-8.6%	0.4	-6.9%	-24.5%	-10.9%	-11.0	-8.7%	-6.1%	-2.8%
CCO[C@H]1OC(C(=O)NC2CC2)=C[C@@H](C2CC2)[C@@H]1CCCO	-12.1%	0.3	-5.8%	-0.4%	2.6%	-1.1	8.5%	-1.3%	-2.7%
O=C(NCc1ccc(Cl)cc1)C1CCCCN1S(=O)(=O)c1ccccc1 (stereo unspecified)	-13.6%	-3.6	1.3%	-10.3%	-14.8%	-2.5	-0.5%	-0.9%	12.9%
CCOC(=O)C1=CCN(Cc2ccccc2)CC1	-10.4%	-0.1	4.3%	10.5%	-9.7%	-2.3	0.3%	-1.5%	-1.9%
Fc1ccc(OCc2cc(-c3ccccc3)no2)cc1	-27.5%	2.3	-0.1%	-17.0%	-4.4%	19.5	8.2%	-9.7%	-5.7%

# Three structures already listed, ordered by SMILES length, lowest first:
Structure	FUS suppressor	IL2 activator	WRN inhibitor	Abeta rescue	PLK1 PBD block	PI5P4Ka inh	EPAC1 ag	EPAC1 antag	aSyn rescue
CCOC(=O)NC(=O)/C(C#N)=N\Nc1cccc(Cl)c1	10.4%	-4.1	-18.8%	-12.8%	0.0%	-12.4	6.6%	4.1%	-1.8%
Cc1ccc(S(=O)(=O)C(C#N)=C2N(C)c3ccccc3N2C)cc1	11.3%	-4.6	-31.9%	-4.9%	-18.2%	4.1	7.2%	4.8%	-1.7%
Cc1ccc(C)c(NC(=O)CCc2nnc3ccc(N4CCCCC4)nn23)c1	-4.6%	-1.7	3.2%	-10.2%	5.0%	-0.1	3.3%	13.7%	7.0%
